NPY-Y1 PAM-ag: NPY-Y1 receptor potentiators or agonists, primary screen, cell-based. NPY-Y1 expressing cells, potentiator/agonist activation. activation, % at 3.6 µM. actives 0.37% (n = 220,000); in the data active means activation above about 33%, passing the limit was not always enough;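 further: cells stimulated with NPY at EC10 then isoproterenol at EC100; 0% = low agonist plus stimulus and 100% = saturating agonist plus stimulus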
NPY-Y1 antag: NPY-Y1 receptor antagonists, primary screen, cell-based; HEK293-CNG Y1 cells, membrane potential fluorescence; NPY at EC95, then isoproterenol; inhibition, % at 3.6 µM; actives 1% (n = 200,000); AID 1040, 2008;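 active means inhibition above the campaign mean inhibition of all tested compounds plus 3 SD, cut at about 20% in these data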;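 further: 0% = DMSO wells given NPY plus isoproterenol and 100% = isoproterenol alone without NPY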
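Material: HEK293 cells co-expressing NPY Y1 receptor and cyclic-nucleotide gated channel. Timing: compound incubation 1 h at room temperature, readout 45 min post-stimulation. Signal: fluorescence, membrane potential probe.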
NPY2 pot ag: NPY-Y2 potentiators or agonists, primary screen, cell-based | Neuropeptide Y receptor type 2 (Homo sapiens), P49146 | cells expressing NPY-Y2, potentiator/agonist read-out | activation, % at 3.6 µM | actives 0.45% (n = 220,000); in the data active means activation above about 27%;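 further: cells stimulated with NPY near EC25 plus isoproterenol at EC100; 0% = vehicle plus submaximal agonist and 100% = vehicle plus saturating agonist; some results beyond the cut were filed as inactive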
Runt-SMMHC FRET: inhibitors of RUNX1 Runt–CBFb-SMMHC binding, primary screen, biochemical, FRET, Cerulean-Runt, Venus-CBFb-SMMHC, uHTS; Runt-related transcription factor 1 (Homo sapiens) + Core-binding factor subunit beta …; Cerulean-Runt/Venus-CBFb-SMMHC FRET ratio 530/480, 1 h; inhibition, % at 20 µM; actives 0.74% (n = 220,000); AID 1434, 2008;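 active means mean inhibition across duplicate retests at 20 µM reaching about 50%, limit read from the data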;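 further: 0% = DMSO wells and 100% = wells with excess untagged CBFb-SMMHC; inhibitors lower the FRET ratio by blocking Runt binding to CBFb-SMMHC; some results filed as inactive read as strong as hits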
Target sequence (Q01196 whole entry, looked up): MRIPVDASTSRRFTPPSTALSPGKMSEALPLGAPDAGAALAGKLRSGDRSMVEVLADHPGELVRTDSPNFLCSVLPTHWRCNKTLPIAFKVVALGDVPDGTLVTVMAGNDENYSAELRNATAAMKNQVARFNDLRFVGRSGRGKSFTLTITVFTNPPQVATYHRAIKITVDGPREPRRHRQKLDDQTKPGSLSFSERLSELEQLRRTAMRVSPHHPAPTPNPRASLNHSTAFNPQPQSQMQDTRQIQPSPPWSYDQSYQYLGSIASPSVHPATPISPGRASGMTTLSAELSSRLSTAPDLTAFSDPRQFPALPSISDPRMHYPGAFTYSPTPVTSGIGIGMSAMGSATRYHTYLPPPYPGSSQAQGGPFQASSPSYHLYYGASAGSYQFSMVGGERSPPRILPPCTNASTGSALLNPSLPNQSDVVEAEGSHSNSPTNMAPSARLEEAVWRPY
Target sequence (Q13951 whole entry, looked up): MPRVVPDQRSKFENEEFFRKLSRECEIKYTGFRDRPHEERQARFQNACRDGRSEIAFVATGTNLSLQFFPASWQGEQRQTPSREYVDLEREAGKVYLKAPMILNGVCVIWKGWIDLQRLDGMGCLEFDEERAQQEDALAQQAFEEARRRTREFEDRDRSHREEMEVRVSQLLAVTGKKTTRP
p97 inhibitor: inhibitors of human p97 ATPase, primary screen, biochemical | Transitional endoplasmic reticulum ATPase (Homo sapiens), P55072 | inhibition, % at 8 µM | actives 0.42% (n = 220,000) | AID 1481, 2009 | recombinant p97 ATPase, Kinase-Glo ATP luminescence, 3 h; in the data active means inhibition above about 15%;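 further: 0% = DMSO vehicle and 100% = wells lacking enzyme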
RBBP9 inhibitor: human RBBP9 inhibitors, primary screen, biochemical, fluorescence polarization, FP-Rh probe, HTS | Serine hydrolase RBBP9 (Homo sapiens), O75884 | recombinant RBBP9 | inhibition, % at 7.94 µM | actives 0.2% (n = 220,000) | AID 1515, 2009;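 active means inhibition above the campaign mean of all tested compounds plus 3 SD, cut at about 14% in these data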;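 further: plate controls were DMSO wells with RBBP9 for no effect and wells lacking RBBP9 protein for full effect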
Target sequence (O75884 whole entry, looked up): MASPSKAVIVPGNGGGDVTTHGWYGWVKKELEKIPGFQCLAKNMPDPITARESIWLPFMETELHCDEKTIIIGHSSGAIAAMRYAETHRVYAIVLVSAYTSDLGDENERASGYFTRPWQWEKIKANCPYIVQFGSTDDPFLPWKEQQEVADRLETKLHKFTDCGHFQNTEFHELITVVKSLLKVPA
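Test system: recombinant human RBBP9; Timing: 30 min then 45 min, 25 °C; Detection: fluorescence polarization; Control set: RBBP9 with DMSO as uninhibited control, no-protein wells as full inhibition; Compound dosing: one concentration, 7.94 µM nominal, 0.794% DMSO; Probe or stimulus: FP-Rh activity-based probe, 375 nM before mixing.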
Hck Nef HTS: inhibitors of Nef-activated human Hck kinase, primary screen, biochemical, Z-Lyte FRET, 384-well, Hck-YEEI. Tyrosine-protein kinase HCK (Homo sapiens), P08631. Recombinant Hck-YEEI plus Nef, Z-Lyte FRET kinase assay. inhibition, % at 20 µM. actives 0.68% (n = 220,000);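 active means Hck-Nef kinase inhibition above about 50%, limit read from the data; inactive means inhibition below that limit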;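 further: 0% = DMSO with Hck plus Nef and 100% = Hck alone without Nef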
Runt-CBFb FRET: inhibitors of RUNX1 Runt–CBFb binding, primary screen, biochemical, FRET, Cerulean-Runt, Venus-CBFb, uHTS; Runt-related transcription factor 1 (Homo sapiens) + Core-binding factor subunit beta …; Cerulean-Runt/Venus-CBFb FRET ratio 530/480, 1 h; inhibition, % at 20 µM; actives 0.46% (n = 220,000); AID 1496, 2009;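 active means inhibition over about 50% at 20 µM in the single-dose screen, limit read from the data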;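 further: 0% = DMSO wells and 100% = excess unlabeled CBFb competitor control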
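Assay system: Cerulean-tagged RUNX1 Runt domain (FRET donor) fusion protein / Amount: 100 nM each of Venus-CBFb and Cerulean-Runt domain / Medium: Tris buffer pH 7.5 with salts and BSA / Also added: Venus-CBFb 100 nM / Schedule: 1 h complex formation plus 1 h compound treatment, room temperature / Signal: FRET fluorescence / Read-out: loss of energy transfer signal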
Mdm2 ligase inh: MDM2-luciferase reporter signal enhancers, primary screen, MDM2 E3 ligase inhibitor project, cell-based, luminescence, 1536-well; actives 0.11% (n = 210,000); signal enhancement, % at 5 µM; cell-based MDM2 ubiquitination luciferase reporter, 2 h; 0 = plate control, 100 = twice control, blank-subtracted;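 active means signal enhancement of 30% or more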;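 further: luminescence tracks abundance of the self-degrading MDM2-luciferase fusion protein; higher signal means inhibition of MDM2 E3 ligase activity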
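system = mammalian cells stably expressing self-ubiquitinating, self-degrading MDM2 E3–luciferase fusion | quantity = 2000 cells per well seeded | incubation = 4 h cell settling then 2 h compound exposure, 37 °C | signal = SteadyLite luminescence, 15 min reagent step | benchmarks = plate control and blank wells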
Starred values were filed as active, the others as inactive; · = not tested or not shown; & = joins results of further samples; ! = not active in a repeat.

Values run as follows: NPY-Y1 PAM-ag, NPY-Y1 antag, NPY2 pot ag, Runt-SMMHC FRET, p97 inhibitor, RBBP9 inhibitor, Hck Nef HTS, Runt-CBFb FRET, Mdm2 ligase inh
CC/C(=N\Nc1ccccc1)c1c(O)n(-c2ccc(OC)cc2)c(=O)[nH]c1=O
    16, ·, 1, 1, 3, -3, 7, -1, 0
COc1cc(C)c(-c2nc(CN3C[C@@H]4C[C@@H](C3)c3cccc(=O)n3C4)c(C)o2)cc1C
    0, 3, 5, -1, 0, -10, 2, 1, -22
COC(=O)c1cccc(N=Cc2c(O)n(Cc3ccc(F)cc3)c(=O)[nH]c2=O)c1
    -23, ·, -21, -1, -2, -7, 14, -2, -5
Cc1ccc(/C=C2/C(=O)NC(=O)N(C)C2=O)cc1
    14, -1, -2, 5, 0, -5, 1, 3, -1
O=S1(=O)CC2(N3CCOCC3)CCCCC21 (stereo not given)
    -6, -1, 0, -5, 1, -1, -10, 0, -22
Cc1ncc(CN2CCCC(C(=O)c3sccc3C)C2)s1 (stereo not given)
    13, 4, -3, 0, 3, -2, 15, 1, -23
CC(C)(C)NCC(O)c1cc(Cl)c(N)c(Cl)c1 (stereo not given)
    97*, -11, 88*, 0, 1, -6, -1, 0, ·
CNC(=S)N(C)CCc1cc2c(c(OC)c1/C=C1/C(=O)NC(=O)N(C)C1=O)OCO2
    -4, ·, -8, 2, 3, -5, 10, 6, 0
CC(=O)Nc1ccccc1C(=O)OCc1cccc(F)c1
    -7, 13, -12, 4, 2, -5, 22, -2, 5
COc1ccc(Cn2c(O)c(C=Nc3c(C)n(C)n(-c4ccccc4)c3=O)c(=O)[nH]c2=O)cc1
    -18, 5, 14, 2, 6, -5, -1, -3, -7
Cc1cccc(N2CCc3c2nc2ccccc2c3N)c1
    -43&7, 1&4, 68*!, -11&8, 8&-3, -9&0, 3&2, 20&19, -16&-3
CN1CCN(C(=O)COc2ccc(C(C)(C)C)cc2Br)CC1
    1, 1, 3, 2, -10, 1, 1, -1, -4
Cc1nn(-c2ccccc2)c2c1CC1(C(=O)N(C)C(=O)N(C)C1=O)C1CCCCN21 (stereo not given)
    -3, 1, 9, 13, 0, 4, 1, -2, 0
CC1CCCC(C)N1/N=C/c1c[nH]c2ccc(Br)cc12 (stereo not given)
    -1, 10, -6, 0, -6, -7, 0, 0, 7
O=C(N/N=C/c1c(O)n(CCc2ccccc2)c(=O)[nH]c1=O)c1ccccc1
    8, ·, -6, 3, 8, -1, 13, 1, -21
CC1CCN(CC(=O)c2ccccc2Cl)CC1
    7, -2, -1, 5, -1, -1, 0, 2, -17
CCCNS(=O)(=O)c1ccc(OCC(=O)N2CCN(Cc3ccccc3)CC2)cc1
    -4, 1, 11, -3, 6, -5, 0, -3, -30
O=c1[nH]c(=O)n(CCC2=CCCCC2)c(O)c1/C=N/Nc1cccc2ccccc12
    -3, ·, 5, 2, 3, 2, 26, -10, ·
C/C(Cl)=C/CC1(CN2CCCC2=O)C(=O)NC(=O)NC1=O
    -2, -1, 7, -7, 6, -4, -1, 1, -16
Cc1ccnc(NS(=O)(=O)c2ccc(N=Cc3c(O)n(C)c(=O)n(C)c3=O)cc2)n1
    -6, -17, 1, -1, 3, -8, 22, 7, -6
COc1ccc(C=C2C(=O)N(C)C(=O)N(C)C2=O)cc1CSc1ccccn1
    10, 2, -6, -14, 4, 1, 1, -2, -4
CCCCCCn1c(=O)c(C(=O)Nc2cnccn2)c(O)c2ccccc21
    4, 0, -2, -3, -1, -8, -15, 0, -23
CCN(CC)P(=O)(NC(=O)c1cccn1C)N(CC)CC
    -7, -4, 1, 0, 3, -6, 21, 1, -11
Cc1ccc(-n2c(C)cc(/C=C3\C(=O)NC(=O)N(C)C3=O)c2C)cc1C
    3, -2, 8, -26, 2, -6, 8, -2, -12
O=P(Oc1ccccc1)(Oc1ccccc1)C(Nc1ccccc1)c1ccccc1 (stereo not given)
    -6, 6, 1, 0, -1, -2, -1, -1, -1
CN(C(=O)CNC(=O)OCc1ccccc1)c1ccc(Br)cc1C(=O)c1ccccc1Cl
    -41, 23*, -19, 4, -6, -5, 1, -1, 0
Cc1ccc(C(=O)n2cc(CCN3CCS(=O)(=O)CC3)c3ccccc32)cc1
    -19, 11, -31, 1, -2, -5, 1, -8, -10
O=C(COc1ccccc1)c1cn(Cc2ccccc2)c2ccccc12
    -21, 5, -21, -7, 1, -8, 2, -2, -9
OC1/C(=C/c2ccccc2C(F)(F)F)N2CCC1CC2 (stereo not given)
    5, -3, 7, 0, 3, -4, -9, -1, -5
Cc1cccc(-n2c(-c3ccc([N+](=O)[O-])cc3)nc3ccccc3c2=O)c1
    -27, 1, 12, 4, 1, -4, 0, 2, -6
Cc1ccc(C(=O)C2CN(C)CC2C(=O)c2ccc(C)cc2)cc1 (stereo not given)
    -11, 13, -10, 3, -3, -5, 2, -2, -9
O=c1[nH]c2c(c(=O)n1C1CCCCC1)CCC2
    -2, -5, -3, -5, -4, -4, 4, 1, -3
CCOC(=O)C1C(=O)N(C)C2(C)CC1c1cc(OC)ccc1O2 (stereo not given)
    -21, 3, -5, -3, -3, -5, 2, -4, -24
C=Cn1ccnc1P(=S)(c1ccc(Cl)cc1)c1nccn1C=C
    15, 6, 6, -2, 0, 3, 6, 1, -10
CNC(=O)OCc1n(C)cc[n+]1C
    18, 4, 9, 10, 2, -4, 4, -4, 8
Cc1ccc2c(c1)=NC(=O)/C(=C/c1c(O)[nH]c(=O)[nH]c1=O)C=2
    3, ·, -6, -2, 0, -5, 65*, 26, ·
O=C(O)CP(=O)(O)c1ccc(Cl)cc1
    1, 2, -5, -3, 3, -4, 0, -1, -28
Cn1c(O)c(C(c2ccccn2)c2c(O)n(C)c(=S)[nH]c2=O)c(=O)[nH]c1=S
    21, 4, -5, 32, 3, -6, -1, 30, -11
COc1cc(CNCCc2ccc3c(c2)OCO3)cc(OC)c1OC
    -34, 7, -10, 1, 3, -3, 26, 0, -16
CCCCn1c(O)c(C(C)=Nc2ccc(C(=O)O)cc2)c(=O)[nH]c1=O
    -11, -6, -6, -2, -1, -6, 2, 1, -5
Cc1ccc2c(c1)C1CN(C)CCC1N2C(=O)c1cccnc1Cl (stereo not given)
    15, ·, -2, -2, 4, 0, 17, 1, ·
CCCOC(=O)c1c(N)n(Cc2cccs2)c2nc3ccccc3nc12
    -23, 10, -16, 108*, -1, 3, 12, 40, -1
CC(=O)c1ccc(OC(C)C)c(Cc2c(O)[nH]c(=S)[nH]c2=O)c1
    6, 1, 8, 13, 3, -1, 28, 23, 3
CC(C)(C)C(=O)OC[N+](C)(C)CCOC(=O)C(O)(c1ccccc1)C1CCCC1 (stereo not given)
    7, 2, 1, -1, 4, 2, 16, -1, -3
CC(C)[C@@]1(NC(=O)[C@@H]2C=C3c4cccc5[nH]cc(c45)C[C@H]3N(C)C2)O[C@@]2(O)[C@@H]3CCCN3C(=O)[C@H](Cc3ccccc3)N2C1=O
    -1, -1, 6, -134, 5, -5, 7, -35, ·
O=c1[nH]c(=O)n(-c2ccc(F)cc2)c(O)c1C=NCCN1CCCCC1
    21, ·, 10, -6, 2, 2, 9, -1, -19
C/C(=N\Nc1ccccc1)c1c(O)n(Cc2ccccc2)c(=O)[nH]c1=O
    6, -3, -4, -9, 4, -6, 7, 0, 6
CCCCc1nc(N2CCNCC2)c(C#N)c2c1CSC(C)(C)C2
    -38, 15, -5, 0, -2, 1, 2, 1, -11
Cc1ccc(O)c(C(=O)c2cc(C(=O)NCCC(C)C)c(=O)n(CCC(C)C)c2)c1
    -22, 13, -24, -4, 0, -1, -17, -5, -16
C[C@]12CCC(=O)C=C1CCC1C2CC[C@@]2(C)C1CC[C@@]2(O)CC#N (stereo not given in full)
    -8, 0, -2, 2, -3, -8, -9, -2, -15
O=C(CN1CC=C(c2ccccc2)CC1)Nc1cc(Cl)ccc1Cl
    7, 2, -5, -7, 4, 4, 8, 1, 15
Cc1ccc2c(c1)CCCN2N=O
    -2, 7, -9, 1, 4, -8, 2, 0, -9
CNC(=O)O/N=C(\N)Cc1csc2ccccc12
    -3, ·, 12, -15, 6, 1, 14, 2, 0
Clc1ccc2c(N3CCNCC3)ccnc2c1
    12, 6, 20, -1, 1, 0, 0, 1, -23
CN(CCc1nnc(N)s1)[N+](=O)[O-]
    -9, -2, -4, -2, -2, -7, 18, 1, -16
CCOC(=O)C(O)(c1ccc(NC(=O)NC)cc1)C(F)(F)F (stereo not given)
    13, ·, -8, -3, -1, 2, 20, 1, -58
C[N+]1(CC(COCc2ccccc2)OC(=O)Cc2ccccc2)CCOCC1 (stereo not given)
    -15, -3, -2, 7, 7, -2, -7, -4, 1
O=P(O)(O)Cc1ccccc1OP(=O)(c1ccccc1)c1ccccc1
    -28, 1, 4, -4, 4, -5, 0, 2, 0
Cc1cc(OC(=O)N(C)C)nc(-c2ccc(C)c(Cl)c2)n1
    -3, ·, -12, 0, -5, -6, 21, -2, -7
COc1ccccc1OCC#CCN1CCCC1
    0, 6, -13, -4, -1, -7, 2, 2, -12
NC(Cc1nc2ccccc2[nH]1)c1ccc(Cl)cc1 (stereo not given)
    9, ·, -10, 0, 2, -9, 20, -3, -2
CCOC(=O)C(O)(c1ccc(NC(=O)Oc2ccccc2)cc1)C(F)(F)F (stereo not given)
    6, 2, 8, 4, -1, -11, 1, 0, -8
Cc1ccc(N2C(=O)NC(=O)C(CCc3ccccn3)(Cc3cccc(Cl)c3Cl)C2=O)cc1 (stereo not given)
    -14, -2, 3, -4, 2, -7, -2, -2, -11

Bioassay records deposited in PubChem BioAssay by several laboratories.

This is a subset; rates above refer to the full screens.
